697 NFkB inh: inhibitors of PMA/ionomycin-induced NF-kB reporter, 697 cells, primary screen, B-cell NF-kB inhibitor project, cell-based, luminescence, uHTS; 697 B-cell NF-kB luciferase reporter, 16 h; inhibition, % at 4 µM; hit rate 0.33% among 330,000; in the data active = inhibition above about 35%
Apaf1 inhib: inhibitors of human Apaf-1 apoptosome, primary screen, biochemical, DEVD-Rh110 fluorescence, uHTS; reconstituted apoptosome caspase-3 activity; Apoptotic protease-activating factor 1 (Homo sapiens), O14727; AID 489030, 2010; hit rate 0.71% among 330,000; inhibition, % at 20 µM; active = inhibition of at least 40% at 20 µM;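 note: plate controls were DMSO wells for no effect and DEVD-CHO caspase inhibitor wells for full effect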
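Assay system: Apoptosome proteins | Medium: pH 7.5 Hepes buffer with CHAPS, BSA, DTT | Also added: Cytochrome c and DEVD-Rh110 substrate | Times: 30 min plus 50 min, RT | Detection: Rhodamine 110 fluorescence at Ex 480/Em 540 nm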
CCR6 antag: CCR6 receptor antagonists, primary screen, cell-based, CHO-K1, luminescence, beta-arrestin, uHTS. hit rate 0.49% among 340,000. CHO-K1 CCR6 PathHunter beta-arrestin, CCL20-stimulated. C-C chemokine receptor type 6 (Homo sapiens), P51684. inhibition, % at 20 µM. AID 493098, 2011;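 active = compounds whose inhibition of the agonist-driven luminescence signal at 20 µM reaches about 50%, limit read from the data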;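 note: cells stimulated with CCL20 at 14 nM final; plate controls were DMSO with CCL20 for no effect and DMSO without agonist for full effect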
Jurkat NFkB inh: inhibitors of induced NF-kB luciferase reporter, primary screen, TCR NF-kB activation inhibitor project, cell-based, luminescence, uHTS; Jurkat, PMA/ionomycin-induced NF-kB luciferase reporter; inhibition, % at 4 µM; hit rate 0.53% among 330,000; AID 435003, 2010
EBI2 antag: EBI2 receptor antagonists, beta-arrestin recruitment, primary screen, cell-based, luminescence, 7a,25-OHC stimulation, uHTS. G-protein coupled receptor 183 (Homo sapiens), P32249. 7a,25-OHC stimulated. inhibition, % at 5 µM. hit rate 0.81% among 360,000. AID 651636, 2012; in the data active = inhibition above about 38%;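 note: enzyme fragment complementation signal reports receptor beta-arrestin coupling in cells; 0% = agonist plus DMSO wells and 100% = wells without agonist; some results beyond the cut were filed as inactive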
Target sequence (P32249 whole entry, looked up, the tested form may be a part): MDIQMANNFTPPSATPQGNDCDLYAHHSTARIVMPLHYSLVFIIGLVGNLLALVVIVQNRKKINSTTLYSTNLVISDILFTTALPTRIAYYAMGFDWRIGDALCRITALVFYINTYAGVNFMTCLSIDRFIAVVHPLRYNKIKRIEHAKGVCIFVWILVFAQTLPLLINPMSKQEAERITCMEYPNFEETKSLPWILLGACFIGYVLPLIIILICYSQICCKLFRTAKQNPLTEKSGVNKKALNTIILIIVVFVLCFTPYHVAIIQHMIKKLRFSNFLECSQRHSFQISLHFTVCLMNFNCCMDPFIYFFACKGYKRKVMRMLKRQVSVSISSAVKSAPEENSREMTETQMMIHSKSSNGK
Gli-Sufu antag: Gli-Sufu pathway antagonists, primary screen, luciferase luminescence, Sufu-KO-LIGHT cells, uHTS; AID 588413, 2011; inhibition, % at 5 µM; Sufu-KO-LIGHT fibroblasts, Gli luciferase reporter luminescence; hit rate 0.74% among 340,000;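 active = inhibition above about 55%, limit read from the data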;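 note: 0% = DMSO-treated cells and 100% = wells with medium but no cells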
SENP8 block: SENP8 protease inhibitors, primary screen, biochemical, luminescence. inhibition, % at 10 µM. purified SENP8, Z-RLRGG-aminoluciferin cleavage. hit rate 1.2% among 330,000. AID 2540, 2010. Sentrin-specific protease 8 (Homo sapiens), Q96LD8
Target sequence (Q96LD8 whole entry, looked up): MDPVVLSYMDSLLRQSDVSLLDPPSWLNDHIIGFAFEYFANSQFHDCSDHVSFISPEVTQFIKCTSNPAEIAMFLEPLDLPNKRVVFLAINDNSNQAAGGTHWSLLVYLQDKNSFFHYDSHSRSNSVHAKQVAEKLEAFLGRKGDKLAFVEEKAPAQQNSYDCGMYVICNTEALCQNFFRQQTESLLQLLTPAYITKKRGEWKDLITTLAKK
UBC13 polyUb: UBC13 polyubiquitin chain formation inhibitors, primary screen, biochemical, TR-FRET, uHTS; inhibition, % at 20 µM; AID 485273, 2010; hit rate 0.47% among 330,000; Ubiquitin-conjugating enzyme E2 N (Homo sapiens), P61088; in the data active = inhibition above about 45%, passing the limit was not always enough
Target sequence (P61088 whole entry, looked up): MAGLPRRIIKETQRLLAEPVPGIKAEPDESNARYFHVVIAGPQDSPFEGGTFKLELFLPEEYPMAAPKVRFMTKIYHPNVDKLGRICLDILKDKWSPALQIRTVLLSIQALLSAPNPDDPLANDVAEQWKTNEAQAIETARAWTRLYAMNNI
Numbers without * were called inactive; nt = no result given. Cut-off read from the data, not from the text of the source, unless noted: active = inhibition above about 50%; inactive = the rest. A portion of the library (hit frequency here may not be typical).

SMILES	697 NFkB inh	Apaf1 inhib	CCR6 antag	Jurkat NFkB inh	EBI2 antag	Gli-Sufu antag	SENP8 block	UBC13 polyUb
COc1ccccc1C(CNC(=O)c1ccc(OCc2c(C)noc2C)cc1)N1CCCC1 (stereo not given)	-6	11	3	-9	-17	5	-7	10
Cc1nc2cc(CC(=O)O)ccc2o1	18	-2	-7	-8	-22	3	3	6
Cc1cc(/C=N/N2CCN(C)CC2)c(C)n1-c1ccc(Cl)cc1	-16	6	10	-2	-3	4	-6	7
Cc1cc(N2CCN(C/C=C/c3ccccc3)CC2)n2ncnc2n1	-26	-4	6	29	-1	43	-1	0
CS(=O)(=O)CCC(C(=O)n1nnc2ccccc21)N1C(=O)c2ccccc2C1=O (stereo not given)	-23	0	7	6	-19	0	3	-1
O=C(CCn1c(=O)c2cccn2c2ccc(F)cc21)NCCc1ccccc1	4	-2	9	-12	9	7	-2	10
Cc1cc(N2C(=O)c3ccc(C(=O)Nc4ccccc4O)cc3C2=O)no1	14	10	3	-2	-4	-3	-5	4
CCN(CC)C(=O)COc1coc(CN2CCN(c3ccccc3F)CC2)cc1=O	-16	1	-1	6	3	-5	-1	-5
Cc1ccc(C)c(C(=O)CN2C(=O)C(=O)N(C3CCCC3)C2=O)c1	-39	3	1	-19	7	27	9	-4
COc1ccc(NC(=O)c2cccc(S(=O)(=O)Nc3ccc(Br)cc3)c2)cn1	-11	6	-7	1	-2	12	-11	5
COc1ccc(CN2CCC(CO)(CCOc3ccccc3)CC2)cc1C	8	-7	7	5	1	8	-2	5
COc1cc(C)c(C(=O)CC(=O)c2c(C)cc(OC)cc2C)c(C)c1	2	-6	-12	28	2	3	-5	1
CC1(C)CC(=O)C(C=NCCN2CCOCC2)=C(O)C1	-34	-6	-25	-12	-1	-27	-9	-5
Cc1ccccc1C(=O)c1cccn1CC(=O)NCC(C)c1ccccc1 (stereo not given)	-12	14	18	-9	2	-6	-4	-4
COc1ccc(N2CC(C(=O)Nc3nc4ccccc4s3)CC2=O)cc1 (stereo not given)	17	-19	-1	16	-7	10	6	24
O=C(Cn1cccc1C(=O)c1ccccc1)NCCc1ccccc1	-17	4	12	7	7	-6	-5	-6
CC1(c2nnc(-c3ccncc3)o2)CC(c2cccc(Cl)c2)=NO1 (stereo not given)	2	-10	2	5	-11	-6	7	7
CC(=O)N(C)c1ccc(NC(=O)COc2ccc(Br)cc2C)cc1	8	13	9	0	-6	2	-10	2
Cc1ccc(Nc2cc(C)nn2-c2nc(C)cc(C)n2)cc1	-1	6	-3	-12	22	6	5	6
COc1ccc(C(=O)OCC(=O)NCC2CCCO2)cc1S(=O)(=O)N1CCCc2ccccc21 (stereo not given)	14	13	1	-15	-3	-2	-7	-2
COc1ccc(/C=C/C(=O)OCC(=O)NCc2cccs2)cc1OC	5	2	-1	2	-13	1	-1	0
COc1cccc(NC(=O)c2ccc(NS(=O)(=O)c3cccs3)cc2)c1	12	9	6	-10	19	-7	-15	-7
O=C(O)[C@H](Cc1ccccc1)NC(=O)N1CCOCC1	1	-5	12	-3	2	0	7	0
Cc1cc(CNC(=O)c2cccnc2Cl)c2ccccc2n1	16	-11	-1	-4	-10	25	-2	-2
Cn1c(=O)n(-c2cccc(Cl)c2)c(=O)c2c3c(sc21)COC(C)(C)C3	29	0	-6	-1	5	5	6	-2
CC1CCC(NC(=O)CCS(=O)(=O)c2ccc3c(c2)NC(=O)C(C)S3)CC1 (stereo not given)	3	5	13	21	-1	-1	-1	8
Cc1ccsc1/C=N/NC(=O)Cc1ccc(Cl)cc1	-5	16	1	2	3	-5	-10	1
O=C(O)CCn1cc(-c2ccc(Cl)cc2)nc1-c1ccncc1	9	-5	4	2	0	-21	0	-2
CCCC12CN3CCN(CC(C3)/C1=N\NC(=O)c1ccccc1Cl)C2	4	8	1	-10	-12	1	-6	-6
Cc1noc(C)c1S(=O)(=O)N1CCC2(CC1)OCCO2	13	-5	-1	2	12	2	-2	3
CCOc1ccc(S(=O)(=O)N2CCCC(C(=O)NCC3CCCO3)C2)cc1 (stereo not given)	8	3	1	-1	3	-20	-2	2
CNC(=S)N(Cc1ccco1)Cc1cc2cc3c(cc2[nH]c1=O)OCCO3	2	6	0	-2	-2	-5	2	3
CSc1ccc(OC2CCCCC2NS(=O)(=O)c2ccc(Cl)cc2)cc1 (stereo not given)	0	27	19	-10	-15	-1	-3	7
NC(=O)CC(NC(=O)Cc1ccc(Br)cc1)c1ccc(NCC2CC2)c([N+](=O)[O-])c1 (stereo not given)	8	8	23	51*	-8	15	1	-64
COc1cc(/C=C(\NC(C)=O)C(=O)N2CCCCC2)ccc1OC(C)=O	-7	1	2	-2	-2	-1	11	-3
COc1ccc(C(=O)O/N=C(\N)c2ccccc2)cc1	-236	4	-8	-106	0	-78	97*	2

5 structures from above, arranged by heavy-atom count, high to low.
SMILES	697 NFkB inh	Apaf1 inhib	CCR6 antag	Jurkat NFkB inh	EBI2 antag	Gli-Sufu antag	SENP8 block	UBC13 polyUb
NC(=O)CC(NC(=O)Cc1ccc(Br)cc1)c1ccc(NCC2CC2)c([N+](=O)[O-])c1 (stereo not given)	8	8	23	51*	-8	15	1	-64
CC1CCC(NC(=O)CCS(=O)(=O)c2ccc3c(c2)NC(=O)C(C)S3)CC1 (stereo not given)	3	5	13	21	-1	-1	-1	8
CSc1ccc(OC2CCCCC2NS(=O)(=O)c2ccc(Cl)cc2)cc1 (stereo not given)	0	27	19	-10	-15	-1	-3	7
CCCC12CN3CCN(CC(C3)/C1=N\NC(=O)c1ccccc1Cl)C2	4	8	1	-10	-12	1	-6	-6
COc1ccc(C(=O)O/N=C(\N)c2ccccc2)cc1	-236	4	-8	-106	0	-78	97*	2

More results.
SMILES	697 NFkB inh	Apaf1 inhib	CCR6 antag	Jurkat NFkB inh	EBI2 antag	Gli-Sufu antag	SENP8 block	UBC13 polyUb
CCOC(=O)c1[nH]c(C)c(C(=O)Nc2ccc(C)cc2C)c1C	-62	-1	1	53*	7	-19	-13	5
CC1CCCN(CCSc2ccc(Cl)cc2)C1 (stereo not given)	-2	13	2	-11	-15	7	-7	-8
Cc1ccc(S(=O)(=O)CCC(=O)Nc2ccccc2N2CCCC2)cc1	7	-3	12	10	-2	7	1	-2
Cc1ccc(C)c(S(=O)(=O)Nc2ccc(C(=O)N3CCC3)cc2)c1	16	2	4	11	-9	3	-2	4
COc1ccc(C2C(C#N)=C(N)OC3=C2C(=O)CC(C)(C)C3)c([N+](=O)[O-])c1OC (stereo not given)	-26	24	-5	3	-10	2	-4	2
Cc1ccc(S(=O)(=O)N2CCCC2CNC(=O)C(=O)NC2CC2)cc1 (stereo not given)	20	7	15	-2	0	-14	3	-2
Cc1nnc(SCC(=O)NNC(=O)c2ccc(F)cc2)n1Cc1ccccc1	11	0	5	5	2	7	10	2
COc1ccc(NC(=S)N2CCCCCC2)cc1OC	-25	11	0	-15	-4	-2	-6	-3
CCOC(=O)C1=C(N)N2C(=O)C(C)SC2=C(C(=O)OCC)C1c1cc(OC)c(OC)c(OC)c1 (stereo not given)	10	-9	18	2	1	-6	2	0
Cc1nc(N2CCN(c3ccccc3)CC2)[nH]c(=O)c1Cc1cccc2ccccc12	0	-6	nt	2	nt	nt	-12	-6
CCN(CC)S(=O)(=O)c1cccc(NC(=O)CN(C)Cc2cccc(OC)c2)c1	13	5	20	-6	5	1	-10	-1
COc1ccc(OC)c(NC(=O)C2CCCCC2C(=O)O)c1 (stereo not given)	13	-10	14	8	-11	-15	-3	-3
O=C(NCc1cccnc1)C1c2ccccc2C(=O)N1C1CCCCCCC1 (stereo not given)	15	-17	11	7	-2	3	-2	1
COc1ccccc1CNC(=O)Cn1cc(Br)ccc1=O	-2	-2	12	-4	-3	24	-14	-4
CC(=O)Nc1ccc(NC(=O)Cc2ccc(S(=O)(=O)N3CCCCC3)cc2)cc1	0	4	8	4	-9	-5	-5	-1
CCOc1nc2c(c(=O)n(C)c(=O)n2C)n1Cc1ccccc1Cl	-89	-16	14	20	-1	23	1	1
CCOC(=O)N1CCN(S(=O)(=O)c2ccc3c(c2)CCN3C(=O)C2CC2)CC1	11	0	0	14	-3	-23	4	3
CC(C)Cc1cc(C(=O)O)c2ccccc2n1	5	2	-16	-13	-2	36	0	-10
Cc1ccc(CNC(=O)C(NS(=O)(=O)c2cccc3nsnc23)C(C)C)cc1 (stereo not given)	-14	0	8	2	-4	-8	-17	-9
Nc1scc(-c2ccncc2)c1Cl	-24	17	-8	-27	-9	6	0	4
COc1cccc(Oc2cnc(N)nc2-c2ccc(OC)cc2O)c1	-48	25	-14	50*	52*	-5	2	-1
C=CCc1cc(OC)ccc1OCCCCn1cncn1	-9	-15	4	10	-4	8	2	2
N#CC1=C(N)N=C(SCc2cccc3ccccc23)C(C(N)=O)C12CCCCC2 (stereo not given)	-22	22	32	-4	24	-13	-3	-8
CC(=O)O[C@@H]1[C@H](OC(=O)CC(C)C)c2c(ccc3ccc(=O)oc23)OC1(C)C	-48	13	17	0	7	11	-13	-2
O=C1CN(C(=O)CSc2nc(-c3ccccc3)cs2)c2ccccc2N1	-5	6	7	7	-6	-13	10	10
CC1=C(c2ccccc2)CCC1=O	17	3	3	4	1	0	-12	-2
CC(O)[C@H]1CNC(=O)C(=O)N1CC(C)(C)C (stereo not given in full)	23	-8	0	11	-1	-12	4	1
CCOC(=O)[C@H]1[C@H]2COc3ccccc3[C@@H]2N2C(=O)[C@@H](C)NC(=O)[C@@]12C	4	18	6	4	-16	0	4	1
Cc1cccc2sc(NC(=O)c3cccc(S(=O)(=O)N4CCc5ccccc54)c3)nc12	-20	5	17	-2	18	-15	-10	-10
Cc1nc(SCC(=O)NC2CCCCC2)[nH]c(=O)c1C	17	-5	-5	-9	-3	0	-8	-7
COc1ccccc1N1CCN(CC(=O)Nc2nc(C)c(C(=O)N(C)C)s2)CC1	7	-3	-10	0	-2	3	1	7
[O-]/[N+](=C/c1ccc(F)cc1)c1ccc(Cl)cc1	-64	2	-2	-89	7	14	-1	-19
Cc1ccc(-c2csc(NC(=O)Cc3ccc(F)cc3)n2)o1	-1	-2	5	-2	-4	1	-1	32
O=C(O)c1ccc(COCC(F)(F)F)cc1	13	-2	-4	3	-26	-25	-8	-5
O=C1CC(/C=C/c2ccc([N+](=O)[O-])cc2)=Nc2ccccc2N1	-5	21	14	-29	9	-18	-16	-23
COc1cc(C2CC(=O)C=C(O)C2)cc(OC)c1OC (stereo not given)	10	4	0	-14	2	8	2	1
O=C(CSc1nc(O)cc(=O)[nH]1)N1c2ccccc2Sc2ccccc21	5	-2	-1	-27	4	5	-1	6
COc1ccc(Cl)cc1NS(=O)(=O)c1ccc2c(c1)NC(=O)CCS2	-6	4	-26	-5	-5	7	-4	-9
CSc1ccccc1C(=O)C1CCCN(Cc2cnn(-c3ccccc3)c2)C1 (stereo not given)	14	-2	4	5	3	20	0	6
CCOC(=O)c1ccc2[nH]c3c(c2c1)CCCCC3=O	-18	8	-22	-29	31	-27	4	-6
CC(OC(=O)CN1C(=O)c2ccccc2C1=O)C(=O)NC1CCCCC1C (stereo not given)	13	-1	-3	-4	-5	-19	14	-1
COc1ccc(C2NN=C(c3c[nH]c4ccccc34)C2O)cc1 (stereo not given)	-23	16	-10	-58	6	-20	1	2
S=C1NC2=C(CCC/C2=C\c2ccc(Cl)cc2)C(c2ccc(Cl)cc2)N1 (stereo not given)	3	18	3	0	9	1	-9	-1
